Growth percent in the NCI-60 one-dose screen (48 h, 10 µM unless noted): 100 = growth as untreated, 0 = no growth, -100 = all killed.
NCI-H460: NCI-H460 lung cancer; 6.8% of 82,000 active; AID 1794736
NCI-H322M: NCI-H322M lung cancer; 2.7% of 80,000 active
NCI-H23: NCI-H23 lung cancer | 4% of 80,000 active | AID 1794731
NCI-H522: NCI-H522 lung cancer; 8% of 78,000 active; AID 1794739
HCT-15: HCT-15 colon cancer. 5.2% of 82,000 active. AID 1794746
NCI-H226: NCI-H226 lung cancer. 3.5% of 79,000 active
HCT-116: HCT-116 colon cancer. 7.3% of 82,000 active
NCI/ADR-RES: NCI/ADR-RES ovarian cells. 4.4% of 81,000 active. AID 1794790
COLO 205: COLO 205 colon cancer. 7.3% of 79,000 active. AID 1794742
Numbers without * were called inactive; . = not tested or not shown; & = joins results of further samples; ! = not confirmed by another sample; [ ] = remark or other dose. Rule for the calls: active = growth percent below 10; inactive = the rest.

SMILES	NCI-H460	NCI-H322M	NCI-H23	NCI-H522	HCT-15	NCI-H226	HCT-116	NCI/ADR-RES	COLO 205
Cc1[nH]n(C(N)=S)c(=O)c1N=Nc1ccc(S(=O)(=O)N=C(N)N)cc1	112&110	135&108	121	99&102	109&113	95&97	183&114	124&103	136&118
NCCCC(C(=O)O)N(C(=O)OCc1ccccc1)C(=O)OCc1ccccc1 (stereo unspecified)	110	97	104	91	.	108	94	104	107
O=C(CSc1nnc(Cn2c(C(F)(F)F)nc3ccccc32)o1)Nc1ccc(Cl)cc1	79	79	86	39	54	91	62	80	99
O=C(O)c1cc2cc(S(=O)(=O)O)ccc2cc1O	103	91	89	97	94	93	69	93	99
O=C(O)c1ccc(-n2cc(CNc3cc(F)c(F)c(F)c3)c(-c3ccc(F)cc3)n2)cc1	97	98	90	90	68	101	89	98	131
O=C(/C=C/c1ccc(C(F)(F)F)cc1)Nc1ccc(C=C2c3ccccc3C(=O)c3ccccc32)cc1	62	97	49	21	47	68	38	60	66
O=C1CSC(c2cccc(O)c2)N1c1nnc(Cn2cnnc2)o1 (stereo unspecified)	135	94	85	92	110	86	89	84	.
Cn1ccc2cc(OCc3ccccc3)ccc21	.	103	105	91	97	112	102	98	111
COc1cc(CCCc2c3[n+](cc4c(OC)c(OC)ccc24)CCc2cc4c(cc2-3)OCO4)cc(OC)c1OC	103	103	91	65	106	102	94	97	73
Cc1nn(-c2ccccc2)c2nc(C)n(CC(=O)N/N=C/c3cccc([N+](=O)[O-])c3)c(=O)c12	106	98	102	93	96	100	88	97	120
O=C(/C=C(/C=C/c1ccc(SC(F)(F)F)cc1)OB(F)F)/C=C/c1ccc(SC(F)(F)F)cc1	101	103	95	96	86	95	40	102	106
CCOc1ccccc1NC(=O)CCC(=O)OC	108	97	109	82	105	101	98	113	103
Cc1cc(C)n(C(=O)c2sc(=S)n(-c3ccccc3)c2NN=C(C#N)C#N)n1	108	104	101	92	107	102	109	108	114
COc1cc(C)cc(-c2nn(CC(N)=O)cc2-c2ccnc(Oc3ccccn3)n2)c1	102	98	109	91	111	103	101	101	105
CC(C)NC1(C(N)=O)CCNCC1	107	112	107	92	108	104	102	101	115
Nc1nc2c(c3ncccc13)C(c1ccc(Cl)c(Cl)c1)Cc1ncccc1-2 (stereo unspecified)	13	41	33	-6.3*	18	71	18	4.0*	1.5*
CCOC(=O)CCC(NC(=O)c1ccc([N+](=O)[O-])cc1)C(=O)OCC (stereo unspecified)	118	121	107	110	108	107	99	106	120
Cn1c2c(c3cc(Cl)ccc31)-n1cccc1C2=O	107	107	106	95	98	109	103	107	103
NC(=O)CS(=O)c1oc(-c2ccco2)nc1S(=O)(=O)c1ccc(F)cc1 (stereo unspecified)	98	87	103	81	88	87	85	100	94
CCOC(=O)C1(COCc2ccccc2)CCCCC1=O (stereo unspecified)	109	112	110	109	102	.	96	115	123
Cc1ccc(-c2cn3[nH]c(N)c(N=Nc4ccc(S(N)(=O)=O)cc4)c3n2)cc1	33	31	66	43	35	73	38	86	76
O=c1c(CCCC2CCCCC2)c[nH]c2ccccc12	102	119	51	66	74	53	62	74	130
COc1ccccc1NC(=O)c1ccc(/C=C/C(=O)c2nccn2C)cc1	-44*	-93*	-36*	-45*	-30*	25	-85*	5.7*	-53*
CCOc1ccc(Nc2cc([N+](=O)[O-])ccc2C(=O)O)cc1	99	93	105	.	94	96	102	111	112
O=C1/C(=C\c2cn(C[C@@H](O)Cn3c4ccccc4c(=O)c4ccccc43)c3ccccc23)c2ccccc2N1c1c(Cl)cccc1Cl	96	89	92	72	93	80	76	92	93
CCCCOc1ccc(OCCN2CCN(C(=O)OCC)CC2)cc1	104	107	82	72	97	84	70	84	98
CC(C)(C)n1cc(-c2ccnc(NCCNS(=O)(=O)c3cccc(F)c3)c2)c(-c2ccccc2)n1	91	98	79	80	63	90	79	89	78
COC(=O)C(C)NC1=C(Cl)C(=O)C(NC(C)C(=O)OC)=C(Cl)C1=O (stereo unspecified)	96	101	101	78	93	100	98	101	99
CCN(CC)CC(O)c1cc(-c2ccc(Cl)cc2)nc2cc(Cl)ccc12 (stereo unspecified)	-0.3*	79	71	-70*	25	79	-0.8*	30	-73*
CC(=O)c1ccc(NC(=O)CN2CCN(c3cc4c(cc3F)c(=O)c(C(=O)O)cn4C3CC3)CC2)cc1	105	95	103	93	100	102	102	116	103

Other records:
Second line of a record – NCI-H460, NCI-H322M, NCI-H23, NCI-H522, HCT-15, NCI-H226, HCT-116, NCI/ADR-RES, COLO 205
> COc1ccc(CCCc2c3[n+](cc4c(OC)c(OC)ccc24)CCc2cc4c(cc2-3)OCO4)cc1
 : 52, 96, 47, 39, 102, 88, 59, 94, -11*
> O=C(/C=C/c1c(-c2ccc(F)cc2)nc2sccn12)c1ccc[nH]1
 : 95, 102, 100, 81, 96, 89, 95, 93, 115
> C=CCOC1=C(c2ccccc2)C(c2ccc(OC)cc2)N(Cc2ccc(OC)cc2OC)C1=O (stereo unspecified)
 : 86, 91, 82, 52, 84, 79, 66, 59, .
> CCCCCCC1(C(OC)OC)NC(=O)NC1=O (stereo unspecified)
 : 107, 104, 99, 74, 95, 98, 79, 105, 95
> Cn1c2ccccc2c2c3c(c4c5ccccc5[nH]c4c21)C(=O)N(N)C3=O
 : 17, 85, 46, 50, 68, 53, 41, 72, 57
> CCCCC1C(=O)N(c2ccccc2)N(c2ccc(O)cc2)C1=O (stereo unspecified)
 : 102&109, 102, 98&103, 82, 108&100, 106&95, 97&95, 102&107, 106&93
> CC(=O)c1csc2ccccc12
 : 105, 105, 95, 100, 100, 86, 92, 102, 115
> CCC(C)[C@@H]1NC(=O)[C@@H]2CCCN2C(=O)[C@H](Cc2ccccc2)NC(=O)[C@@H]2CCCN2C(=O)[C@H](Cc2ccccc2)NC(=O)[C@@H]2CCCN2C(=O)[C@H](Cc2ccccc2)NC1=O (stereo partly specified)
 : 104, 127, 113, 96, 103, 109, 113, 112, 108
> CCOC(=O)C(C#N)c1nc2sc3cc(Cl)ccc3n2c(=N)c1C#N (stereo unspecified)
 : 101, 96, 98, 87, 103, 85, 90, 105, .
> O=C1OC(=Nc2cccc([N+](=O)[O-])c2)c2ccccc21
 : 103, 111, 106, 99, 99, 94, 100, 104, 105
> CCN(CC)CCCCCNc1cc(OC)cc2c(C)ccnc12
 : 105, 98, 97, 93, 95, 86, 94, 96, 90
> NCCCC[C@H](NC(=O)[C@@H]1CCCN1C(=O)Cc1cccc2ccccc12)C(=O)NCc1nc2ccccc2[nH]1
 : 108, 105, 89, 98, 93, 112, 99, 98, 105
> CC(=O)OC(NC(=O)NC(OC(C)=O)C(Cl)(Cl)Cl)C(Cl)(Cl)Cl (stereo unspecified)
 : 105, 99, 97, 88, 100, 88, 92, 103, 103
> C=C/C(C)=C/C[C@]1(C)[C@H](C)[C@@H](OC(=O)CCC)[C@H](O)[C@@]23C(=C[C@H](OC)C[C@@H]12)[C@@H](OC(=O)CCC)O[C@H]3OC(C)=O
 : 3.0*, ., -16*, -81*, -67*, -53*, -70*, -20*, -53*
> COc1ccc(S(=O)(=O)NC2C(O)C3(C)c4ccccc4C2(C)c2ccccc23)cc1 (stereo unspecified)
 : 81, 87, 101, 81, 91, 91, 89, 94, 103
> CCCCOCCOCCOC(=O)c1ccc(OC)cc1
 : 107, 101, 96, 87, 100, 107, 85, 106, 105
> O=C(O)COc1cccc(C(=O)/C=C/c2ccco2)c1
 : 112, 102, ., 103, 103, 110, 104, 109, 120
> COc1ccc2nc(C)c(-c3cc(-c4cc(OC)c(OC)c(OC)c4)nc(N)n3)nc2c1
 : 105, 107, 92, 88, 95, 100, 96, 97, 131
> Cc1ccc(OCc2cccc(Cl)c2)cc1
 : 100, 114, 103, 115, 100, 92, 106, 104, 121
> O=C(Nc1ccc2oc(=O)ccc2c1)c1ccc(-c2ccc(Br)cc2)o1
 : 101, 154, 104, 105, 108, 112, 104, 101, 124
> Cc1ccc2c(c1)C(=O)CCS2
 : 117, 94, 100, 95, 91, 101, 103, 111, 98
> Clc1cc(Cl)cc(-c2nn3c(-c4cc(Cl)cc(Cl)c4Cl)nnc3s2)c1
 : 100, 86, 85, 87, 104, 94, 90, 95, 108
> OCC1OC(n2cnc3c(=S)nc[nH]c32)C(O)C1O (stereo unspecified)
 : 62&113, 63&97, 72&104, 3.9*!, 56&104, 64&100, 40&117, 46&102, 47&116
> COc1cc(OC)cc(-c2nnc(-c3cc4ccccc4nc3Cl)o2)c1
 : 100, 91, 100, 92, 98, 86, 96, 100, 102
> Cc1nc(N)[nH]c(=O)c1C
 : 106, 97, 97, 102, 122, 97, 101, 91, .
> N#CCc1ccc(Cl)cc1Cl
 : 105, 89, 85, 77, 101, 103, 107, 94, 100
> Cc1ccc(Cl)cc1N1CCN(C(=O)[C@@H]2C[C@@H]2c2ccc(F)cc2)CC1
 : 100, 93, 84, 69, 85, 74, 69, 90, 107
> CCCCc1cn(CCCN2C(=O)C(=O)c3ccccc32)nn1
 : 115, 105, 104, 89, 102, 108, 105, 107, 127
> O=S1(=O)OCCOS(=O)(=O)C1Cc1ccccc1
 : 101, 115, 98, 84, 106, 97, 98, 102, 104
> COc1cc(/C=C/C(=O)CC(=O)/C=C/c2ccc(OC(=O)CCNC34CC5CC(CC(C5)C3)C4)c(OC)c2)ccc1OC(=O)CCNC12CC3CC(CC(C3)C1)C2
 : 10, 63, 28, ., 47, 40, -0.9*, 78, 46

A stretch from the list above, for reference:
Second line of a record – NCI-H460, NCI-H322M, NCI-H23, NCI-H522, HCT-15, NCI-H226, HCT-116, NCI/ADR-RES, COLO 205
> CCCCc1cn(CCCN2C(=O)C(=O)c3ccccc32)nn1
 : 115, 105, 104, 89, 102, 108, 105, 107, 127
> O=S1(=O)OCCOS(=O)(=O)C1Cc1ccccc1
 : 101, 115, 98, 84, 106, 97, 98, 102, 104
> COc1cc(/C=C/C(=O)CC(=O)/C=C/c2ccc(OC(=O)CCNC34CC5CC(CC(C5)C3)C4)c(OC)c2)ccc1OC(=O)CCNC12CC3CC(CC(C3)C1)C2
 : 10, 63, 28, ., 47, 40, -0.9*, 78, 46

New compounds follow
Second line of a record – NCI-H460, NCI-H322M, NCI-H23, NCI-H522, HCT-15, NCI-H226, HCT-116, NCI/ADR-RES, COLO 205
> Cc1ccc(S(=O)(=O)OCCCCCOS(=O)(=O)c2ccc(C)cc2)cc1
 : 77, 103, 103, 109, 92, 100, 91, 107, 120
> Cc1nc2ccc(Nc3nc(NCCO)nc(Nc4ccc(F)cc4)n3)cc2n1Cc1ccccc1
 : 96, 103, 94, 80, 92, 89, 87, ., 93
> O=C(CN1C(=O)/C(=C/c2cccs2)SC1=S)NCCc1c[nH]c2ccc(Cl)cc12
 : 101, 97, 105, 78, 100, 99, 103, 99, 147
> O=C1Nc2ccccc2/C1=C\c1c(-c2ccccc2)nc2ccccn12
 : 24, 70, 8.5*, 22, 29, 58, 21, -11*, 31
> COc1ccc(/C=C\c2cc(OC)c(OC)c(OC)c2)cc1OCCCCOc1cc(-c2nc3ccccc3s2)ccc1OC
 : 75, 104, 72, 57, 96, 69, 69, 80, .
> CCOC(=O)c1ccc(NC(=S)NC(=O)c2ccc(NC(C)=O)cc2OC)cc1
 : 92, 84, 62, 51, 69, 61, 76, 83, 96
> COc1ccc(NC(=O)CSc2nnc(-c3cc(F)c(Cl)cc3Cl)n2N)cc1
 : 108, 113, 96, 86, 107, 100, 100, 114, 102
> C#CCN1C(=O)c2cccc3c(-c4ccc(-c5nc6c7ccccc7c7ccccc7c6[nH]5)cc4)ccc(c23)C1=O
 : 85, 91, 98, 88, 76, 97, 92, 103, 92
> C=C(C)[C@@H]1CC[C@]2(C(=O)NCC#CCN3CCN(C)CC3)CC[C@]3(C)[C@H](CC[C@@H]4[C@@](C)(CCC#N)[C@H](C(=C)C)CC[C@]43C)[C@@H]12
 : 26, 75, 76, 69, 20, 58, 26, 56, 58
> CCCNc1nc2ccccc2c2c(=O)c3cc(F)ccc3sc12
 : 70, 84, 87, 90, 92, 88, 68, 78, 107

A few values from above:
O=C1Nc2ccccc2/C1=C\c1c(-c2ccccc2)nc2ccccn12 in HCT-15 shows 29
Cc1ccc(S(=O)(=O)OCCCCCOS(=O)(=O)c2ccc(C)cc2)cc1 in HCT-116 shows 91

(cont.)
Second line of a record – NCI-H460, NCI-H322M, NCI-H23, NCI-H522, HCT-15, NCI-H226, HCT-116, NCI/ADR-RES, COLO 205
> COc1ccc(-c2csc(Nc3ccc(F)c(F)c3)n2)cc1OC1CCCC1
 : 84, 97, 91, 81, 50, 96, 66, 84, 85
> C/C=C(\C)C(C(=O)NC1CCCCC1)N(C(=O)C1CCc2cc(F)ccc2O1)c1ccc(F)cc1F (stereo unspecified)
 : 102, 103, 99, 94, 98, 95, 91, 96, 110
> O=C1C=CC(=O)c2c1c(-c1ccc(C(F)(F)F)cc1)nn2-c1cccc(Cl)c1
 : 104, 91, 92, 92, 93, 92, 98, 104, 107
> C=CCC(C(=O)OCC)(C(=O)OCC)/C(C)=C/C
 : 111, 109, 100, 107, 101, 106, 104, 108, 104
> COC(=N)CCOC(=O)c1ccccc1
 : 101, 99, 98, 101, 98, 101, 96, 100, 112
> O=c1[nH]nc(SCc2nc3ccccc3s2)n1C1CC1
 : 108, 108, 99, 95, 117, 99, 103, 104, 99
> Cc1cc(C(=O)N2Cc3ccccc3CC2C(N)=O)c(F)cc1F (stereo unspecified)
 : 107[50 µM], 108[50 µM], 101[50 µM], 93[50 µM], 98[50 µM], 86[50 µM], 95[50 µM], 100[50 µM], 110[50 µM]
> Cc1cc(N(CCCNc2ccnc3cc(Cl)ccc23)Cc2ccccn2)nc(Cl)n1
 : 92, 93, 82, 69, 78, 91, 51, 86, .
> COc1ccc(C(=O)c2cc(OC)c(OC)c(OC)c2)cc1/C=C/C(=O)c1ccc2c(c1)OCO2
 : 15, 53, -3.4*, -43*, -23*, 0.6*, -79*, 5.8*, 28
> O=c1oc(-c2ccccc2)nc2ccccc12
 : 120, 118, 109, 90, 113, ., 98, 112, 130

Screens (PubChem BioAssay)

The order is random. About 12% of those tested had a hit in this group.
